FBW7 activator: human FBW7 E3 ligase activation, primary screen; AlphaScreen FBW7–phospho-cyclin E peptide binding, activator screen; normalized activity (activation), % at 26.1 µM; actives 0.13% (n = 650,000); AID 1259310; in the data active = normalized activity above about 1.9%;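 also: purified mutant Fbw7 with reduced substrate affinity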
MITF primary: inhibitors of human MITF; O75030; AlphaScreen MITF homodimerization, bead proximity signal; inhibition, % at 2.6 µM; actives 0.91% (n = 650,000); in the data active = inhibition above about 50%;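 also: 0% = vehicle wells with protein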
Target sequence (O75030 whole entry, looked up): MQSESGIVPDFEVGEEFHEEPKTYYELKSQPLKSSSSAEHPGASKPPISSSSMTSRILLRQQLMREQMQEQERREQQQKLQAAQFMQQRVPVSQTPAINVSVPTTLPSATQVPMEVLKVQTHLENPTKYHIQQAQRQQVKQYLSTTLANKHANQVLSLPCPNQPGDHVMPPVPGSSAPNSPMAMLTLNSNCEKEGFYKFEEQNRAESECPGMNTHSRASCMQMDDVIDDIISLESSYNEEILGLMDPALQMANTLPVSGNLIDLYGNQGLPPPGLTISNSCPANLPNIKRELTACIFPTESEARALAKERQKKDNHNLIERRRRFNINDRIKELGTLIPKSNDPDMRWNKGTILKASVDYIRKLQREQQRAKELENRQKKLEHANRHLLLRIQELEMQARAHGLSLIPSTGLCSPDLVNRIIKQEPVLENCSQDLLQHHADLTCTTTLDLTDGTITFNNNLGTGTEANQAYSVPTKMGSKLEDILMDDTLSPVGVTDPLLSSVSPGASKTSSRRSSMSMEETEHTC
GPR151 ag: human GPR151 activation; Q8TDV0; PathHunter beta-arrestin GPR151 cells, luminescence; activation, % at 11.2 µM; actives 1% (n = 650,000); AID 1508602; in the data active = activation above about 4.9%;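 also: 0% = median of compound wells and 100% = cells with positive control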
Target sequence (Q8TDV0 whole entry, looked up): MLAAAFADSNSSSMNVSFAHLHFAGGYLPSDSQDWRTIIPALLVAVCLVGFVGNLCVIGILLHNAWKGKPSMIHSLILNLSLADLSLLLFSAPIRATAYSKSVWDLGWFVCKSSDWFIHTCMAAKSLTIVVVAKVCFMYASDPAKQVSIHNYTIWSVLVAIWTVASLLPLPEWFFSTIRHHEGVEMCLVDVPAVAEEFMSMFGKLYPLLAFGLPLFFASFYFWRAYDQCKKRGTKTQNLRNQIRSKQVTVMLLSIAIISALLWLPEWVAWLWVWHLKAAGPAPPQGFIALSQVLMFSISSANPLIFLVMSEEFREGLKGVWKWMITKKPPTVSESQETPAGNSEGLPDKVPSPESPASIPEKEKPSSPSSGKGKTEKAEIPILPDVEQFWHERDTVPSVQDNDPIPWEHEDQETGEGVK
TEAD-YAP inh: TEAD-YAP interaction inhibition; actives 1.4% (n = 640,000); HEK-TIYL cells, TEAD-Gal4/YAP UAS-luciferase luminescence; AID 1259422; inhibition, % at 9.12 µM; in the data active = inhibition above about 32%;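 also: 0% = median of test compound wells and 100% = reference inhibitor wells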
Numbers without * were called inactive. Not a hit list, and some 3.4% of all compounds hit somewhere here.

SMILES	FBW7 activator	MITF primary	GPR151 ag	TEAD-YAP inh
Cc1nn(C)c(C)c1-c1nc(Nc2ccc(Oc3ccccc3)cc2)c2ncn(C(C)C)c2n1	0.1	4	1.3	-16
Cc1ccc(C(=O)CCC(=O)N2CCC(C(N)=O)CC2)cc1	-0.1	-9	-2.1	-4
O=C1c2ccccc2-c2nc3ncnn3c(-c3ccc(Cl)cc3)c21	0.1	13	0.2	8
Cc1ccc2c(c1)cc(C)c1nn(CC(=O)N3CCCC3)c(=O)n12	0.0	-6	-0.3	-1
Cc1cccc(C(=O)N2C(=O)c3cccc(N)c3C2=O)c1	0.1	-8	0.6	-11
Cc1nn(C)cc1CNc1nc(C)c(-c2ccn(CC3CC3)n2)s1	-0.1	-6	-0.7	-2
O=C(NCc1ccc(Cl)cc1)C(=O)NCc1ccco1	-0.1	7	1.7	5
Cc1ccc(NC(=O)CN2C(=O)CC(C)Sc3ccccc32)cc1Cl (centres undefined)	0.0	4	2.5	13
Cc1cnc(C)c(-c2ccc(O)c(CN3CCN(c4ccccc4C)CC3)c2)n1	-0.1	12	-0.1	3
O=C(NCCC(c1ccccc1)c1ccccc1)c1cc(-c2ccc(Cl)c(Cl)c2)nc2ccccc12	-0.1	5	-1.1	8

4 compounds drawn at random from those above, as already listed:
SMILES	FBW7 activator	MITF primary	GPR151 ag	TEAD-YAP inh
O=C(NCc1ccc(Cl)cc1)C(=O)NCc1ccco1	-0.1	7	1.7	5
Cc1ccc(C(=O)CCC(=O)N2CCC(C(N)=O)CC2)cc1	-0.1	-9	-2.1	-4
Cc1ccc2c(c1)cc(C)c1nn(CC(=O)N3CCCC3)c(=O)n12	0.0	-6	-0.3	-1
Cc1nn(C)cc1CNc1nc(C)c(-c2ccn(CC3CC3)n2)s1	-0.1	-6	-0.7	-2

New compounds follow.
SMILES	FBW7 activator	MITF primary	GPR151 ag	TEAD-YAP inh
CCCOC(=O)CN1C(=O)C2C3c4ccccc4C(c4ccccc43)C2C1=O (centres undefined)	0.1	16	5.0*	4
COCC1CCCN(c2nc(CN3CCOCC3)nc3ccccc23)C1 (centres undefined)	-0.1	12	1.4	-5
Cc1cn2c3c(=O)n(CC(C)C)c(=O)n(C)c3nc2n1-c1ccc(Cl)cc1	0.4	-4	-2.0	-4
CC(C)(C)n1nc2c(c1NC(=O)c1cccc(C(F)(F)F)c1)CSC2	0.6	2	-0.2	6
COc1ccc(Br)c(C(=O)N/C(=C/c2cccc([N+](=O)[O-])c2)C(=O)Nc2cc(Cl)ccc2C)c1	0.0	-7	0.2	10
COc1ccccc1-n1c(SCC(=O)Nc2cccc(C)c2)nc2c(c1=O)SCC2	-0.1	14	-0.5	3
CC1=CC(=C(C#N)C#N)C=C(C)N1CCN1CCN(C(=O)Nc2cccc(Cl)c2)CC1	-0.2	-10	0.1	-3
O=C(CCCCn1c(=O)[nH]c2ccsc2c1=O)N1CCN(c2ncccn2)CC1	-0.2	-5	-0.1	3
Cc1ccc(C(=O)O/N=C(\N)Cc2cccc3ccccc23)cc1[N+](=O)[O-]	0.0	4	0.7	1
Cc1ccc(O)c(/C=N/NC(=O)CNC(=O)c2cccc(F)c2)c1	-0.2	13	0.0	-4
O=C(COCc1cc(-c2ccco2)on1)Nc1ccc(Cl)cc1	-0.1	-12	-0.2	-3
CSc1ccccc1NC(=O)COC(=O)CNC(=O)CC12CC3CC(CC(C3)C1)C2	0.1	10	0.8	-2
CC12CCC(C1)C(C)(C)C2OCC(O)CN1CCN(c2ccccc2F)CC1 (centres undefined)	-0.2	-10	0.7	-6
CCOc1cccc(C2C(C(=O)OC)=CN(C)C=C2C(=O)OC)c1	0.5	-5	2.5	-5
CC(=O)N/C(=C/c1cccc(Br)c1)C(=O)O	0.0	2	0.4	8
CCc1ccc(NC(=O)C(=O)NCCN2CCN(S(C)(=O)=O)CC2)cc1	0.0	10	0.8	-3
CC(C)CN(CC(C)C)C(=O)C1CCCN(S(=O)(=O)c2cccc3nsnc23)C1 (centres undefined)	-0.2	16	0.3	8
CCOC(=O)c1ccc(NC(=O)CN(c2ccc(OC)cc2OC)S(=O)(=O)c2ccccc2)cc1	-0.2	5	0.0	5
CCOC(=O)c1sc2ncnc(NCCC3=CCCCC3)c2c1C	-0.1	9	-0.1	-14
COC(=O)CN1C(=O)c2cccnc2Oc2ccccc21	-0.2	47	0.8	-4
CCCCN(C)CCCN(Cc1cccs1)C(=S)Nc1cc(C)cc(C)c1	-0.1	-11	0.6	9
CCOc1cccc2c1OC(c1ccccc1Cl)N1N=C(c3ccc(OC)cc3)CC21 (centres undefined)	-0.1	4	-1.2	-16
COC(=O)c1ccc(C(=O)OC)c(NC(=O)c2cc3nc(-c4ccc(Cl)cc4)cc(C(F)(F)F)n3n2)c1	0.0	4	-0.8	7
COc1ccc(C2c3[nH]c4ccccc4c3CCN2C(=O)Cn2cncn2)c(C)c1C (centres undefined)	0.0	2	0.5	11
CCC(C)NC(=O)COc1ncnc2ccc(Br)cc12 (centres undefined)	0.6	19	0.5	-2
COCCNC(=O)CN(C(=O)c1snc(C(N)=O)c1N)c1ccc(OC)c(OC)c1	-0.1	-6	3.5	0
CC(C)c1ccc(NC(=O)COC(=O)[C@H](CCC(N)=O)NC(=O)c2ccc(F)cc2)cc1	0.1	13	0.4	3
C/C(=N\N1C(=O)c2ccccc2NC1c1ccco1)c1ccccc1O (centres undefined)	0.1	12	-0.7	-48
CCOC(=O)Cn1c(=O)oc2cc(S(=O)(=O)NC(C)(C)CC)ccc21	-0.1	-5	0.5	-2
CCCCCOC(=O)C1=C(C)Nc2nnnn2C1c1ccc(Cl)cc1Cl (centres undefined)	0.5	20	-1.1	-3
COc1cc(-c2nnc(COc3nncc4ccccc34)o2)cc(OC)c1OC	-0.1	3	-0.9	-9
CSCCC(NC(=O)c1ccccc1)C(=O)O (centres undefined)	0.1	-7	-2.0	-12
CC(=O)Nc1ccc(Nc2nc(NCCN3CCOCC3)nc3c2ncn3CCN2CCCC2=O)cc1	0.0	13	1.2	0
CCc1ccc(S(=O)(=O)c2cnc3ccccc3c2N2CCC(C(N)=O)CC2)cc1	-0.1	14	2.3	2
CC(Cc1ccccc1)NC(=O)CN1C(=O)c2ccccc2S1(=O)=O (centres undefined)	0.0	-7	2.7	3
Cc1cc(C)c(S(=O)(=O)Nc2cc3c4c(c2)CCC(=O)N4CCC3)c(C)c1	-0.1	-3	0.1	28
CN(C)c1nc(Cl)c(CN2CCCC(N(C)CCc3ccccc3)C2)s1 (centres undefined)	0.4	19	-0.5	-4
Cc1ccc(C(C2C(=O)CC(C)(C)CC2=O)C2C(=O)CC(C)(C)CC2=O)s1	0.0	9	0.8	-2
O=C(COc1ccccc1Cl)Nc1cc(F)ccc1F	0.3	9	-1.9	-42
CCN(CC(=O)NCc1cccs1)S(=O)(=O)c1ccccc1[N+](=O)[O-]	0.4	7	1.2	3

Whole records as entered above. Values in the order: FBW7 activator, MITF primary, GPR151 ag, TEAD-YAP inh
Listed for `O=C(COc1ccccc1Cl)Nc1cc(F)ccc1F` → 0.3, 9, -1.9, -42
Listed for `COc1cc(-c2nnc(COc3nncc4ccccc34)o2)cc(OC)c1OC` → -0.1, 3, -0.9, -9
Listed for `Cc1cc(C)c(S(=O)(=O)Nc2cc3c4c(c2)CCC(=O)N4CCC3)c(C)c1` → -0.1, -3, 0.1, 28

Some of the entries so far, with two lines to a compound.
Values run as follows: FBW7 activator	MITF primary	GPR151 ag	TEAD-YAP inh
Cc1cc(C)c(S(=O)(=O)Nc2cc3c4c(c2)CCC(=O)N4CCC3)c(C)c1
 : -0.1	-3	0.1	28
CC(=O)Nc1ccc(Nc2nc(NCCN3CCOCC3)nc3c2ncn3CCN2CCCC2=O)cc1
 : 0.0	13	1.2	0
CCc1ccc(S(=O)(=O)c2cnc3ccccc3c2N2CCC(C(N)=O)CC2)cc1
 : -0.1	14	2.3	2
Cc1ccc(C(C2C(=O)CC(C)(C)CC2=O)C2C(=O)CC(C)(C)CC2=O)s1
 : 0.0	9	0.8	-2
CC(Cc1ccccc1)NC(=O)CN1C(=O)c2ccccc2S1(=O)=O (centres undefined)
 : 0.0	-7	2.7	3

(listing goes on)
SMILES	FBW7 activator	MITF primary	GPR151 ag	TEAD-YAP inh
COc1ccc(C(CC(=O)NCc2ccco2)NS(=O)(=O)c2ccc(Cl)cc2)cc1 (centres undefined)	0.6	15	1.4	8
O=C(COc1ccc(Br)cc1)N/N=C\c1c(O)ccc2ccccc12	0.1	4	0.9	13
COc1ccc(-c2noc(CNC(=O)COc3cc(C)cc(C)c3)n2)cc1	0.2	7	-0.1	1
CC(C)n1cnc2c(NCc3ccccc3)nc(N3CCC(N4CCOCC4)CC3)nc21	-0.2	2	1.3	2
Cc1nc2ccccc2nc1SCC(=O)NC(C)c1ccccc1 (centres undefined)	0.0	10	1.3	-2
COCCNC(=O)c1ccc(C(=O)NCCOC)s1	1.3	14	-0.2	8
Cn1cccc1C(CNC(=O)COc1ccccc1F)N1CCc2ccccc2C1 (centres undefined)	0.1	-4	-0.8	11
NC(=O)c1ccc(-c2nc(NCCO)c3[nH]cnc3n2)cc1	-0.1	11	1.7	-6
Fc1ccccc1-c1cnn2ccc(NCc3cccnc3)nc12	0.0	13	0.3	42*
COc1ccc(S(=O)(=O)N2CCN(C(=O)COc3ccc(Cl)cc3)CC2)cc1	-0.1	-8	-1.0	4
CCn1c(COc2cccc3ccccc23)nnc1SCC(=O)N(C)C	-0.1	15	-1.0	-14
COc1ccc(C(C)=O)cc1CN1C(=O)C(C)Sc2ccc(C#N)cc21 (centres undefined)	-0.2	-2	-0.4	5
CC1CCN(C(=O)c2cc(Br)ccc2Cl)CC1	-0.1	-20	-1.3	-2
Cc1cc(NC(=O)c2ccc(Br)cc2)n(-c2ccccc2)n1	0.1	7	-0.1	9
COc1ccc(CN2CCNC(=O)C2CC(=O)NC(C2CC2)C2CC2)cc1OC (centres undefined)	-0.1	-4	1.5	-12
Cc1ccc(C)c(-n2c(CNC(=O)COc3ccccc3)nnc2SCC(=O)N2CCc3ccccc32)c1	-0.1	-6	0.9	27
O=C(NC1CC1)c1csc(Nc2ccccn2)n1	0.1	4	2.2	-13
CCC(=O)NC(NNc1ccccc1)(C(=O)OC)C(F)(F)F (centres undefined)	0.2	-9	1.1	-21
CC1CC(C)CN(C(=O)CNC(=S)N(CCCN2CCOCC2)Cc2cccs2)C1 (centres undefined)	-0.1	4	-0.2	12
CC(C)COc1ccc(S(=O)(=O)NCC(c2ccsc2)N2CCN(C)CC2)cc1 (centres undefined)	0.1	13	-0.2	-4
O=C(O)c1c[nH]c2c(ccc3ccccc32)c1=O	0.2	2	-2.4	1
CC1CC(C)CN(c2nc(N3CCOCC3)nc(N3CCOCC3)n2)C1 (centres undefined)	-0.1	0	0.7	-1
COc1ccc(C(=O)Nc2sc3c(c2C(N)=O)CCN(C(C)C)C3)c(OC)c1	-0.1	-3	-0.1	14
CN(CCCNC(=O)CN1C(=O)CCSc2ccccc21)Cc1ccccc1	0.2	11	-0.8	8
COc1ccc2c(c1)CC(C(=O)Nc1ccc(-c3cn[nH]c3)cc1N(C)CCN1CCOCC1)CO2 (centres undefined)	-0.2	10	0.3	1
COc1ccc(C(=O)Oc2cc(N)n(S(=O)(=O)c3ccc(Cl)cc3)n2)cc1	-0.1	-8	-0.7	-7
CCOC(=O)c1c(NC(=O)c2ccc(OC)c([N+](=O)[O-])c2)sc(C(=O)OC)c1C	0.1	-8	0.1	14
CC1CCCC(C)N1C(=O)COC(=O)c1cc(Br)ccc1O (centres undefined)	0.3	1	1.3	10
O=C(OCC(=O)N1CCCc2ccccc21)c1cc(I)ccc1O	0.0	-10	-0.1	6
CC(=O)C(Sc1nnc(Nc2ccc(Oc3ccccc3)cc2)s1)C(C)=O	-0.1	-3	0.2	-39
CCOC(=O)c1sc(NC(=O)CSc2nc(N)c3c(C)c(C)sc3n2)nc1C	0.0	0	2.5	1
Cc1cc(S(=O)(=O)Nc2cc3c4c(c2)C(C)C(=O)N4CCC3)ccc1F (centres undefined)	-0.1	7	-1.3	5
COCC(CN1CCN(C2=NS(=O)(=O)c3ccccc32)CC1)OC(=O)c1ccc(OC)cc1 (centres undefined)	0.1	-10	-0.7	2
COc1ccccc1CC(=O)Nc1ccc(F)c(Cl)c1	0.8	11	0.7	1
CCCOc1ccc(OCC(=O)O)cc1	0.1	-5	-1.1	9
CCC1CN(CCC(=O)NCc2cnn(CC)c2)Cc2ccc(Cl)cc2O1 (centres undefined)	0.2	14	1.6	-2
O=c1c2ccc(C(F)(F)F)cc2nc2n1CCC2	-0.1	19	-2.4	6
CCOc1cccc2c1NC(C)(C)c1sn(-c3ccccc3)c(=S)c1-2	-0.1	2	0.3	6
O=C(O)CCn1c(=S)[nH]c2cc3c(cc2c1=O)OCO3	0.1	10	-0.7	-17
O=C(c1ccco1)N1CCN(c2ccc([N+](=O)[O-])c3nonc23)CC1	-0.1	-3	-0.7	-8
CC(O)(CNCCc1ccccc1)c1ccc(Cl)cc1 (centres undefined)	0.2	4	-0.9	-1
Cc1ccc2[nH]c3c(c2c1)CCCC3(C)NC(N)=O (centres undefined)	0.3	16	-0.2	1
Nn1c(-c2cccc(Cl)c2)nc2ccccc2c1=O	0.1	-1	-0.7	-1
CC(=O)c1ccc(N2CCN(C(=O)/C=C/c3ccc4ccccc4n3)CC2)cc1	-0.2	1	-0.8	-6
CC(C)Oc1ccccc1OCCCCn1cncn1	0.6	-11	0.0	-5
CC1(C)CC(=O)c2c(nc(Cc3ccccc3)c3[nH]c4ccccc4c23)C1	0.4	2	1.0	4
O=S(=O)(Nc1nccnc1-c1ccc(CO)cc1)c1cccc(Cl)c1	-0.3	-5	-0.7	2
O=C(CN1CC(=O)Oc2ccccc21)Nc1cccc(C(=O)O)c1	0.0	11	0.1	8

Screening results as filed in PubChem BioAssay.
